NadD block: NadD (S. aureus) enzyme inhibition; AID 602399; inhibition, % at 20 µM; purified NadD enzyme, colorimetric absorbance read-out; hit rate 0.78% among 360,000; in the data active means inhibition above about 26%; further: some compounds past the cut are filed as inactive
Rpn11 inh: blocks the human proteasome subunit Rpn11; human 26S proteasome, Ub4-pepOG fluorescence polarization; 20S core pre-blocked with epoxomicin; calls only at 20 µM; hit rate 0.59% among 360,000; AID 588493;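 active means inhibition at 20 µM, scaled to each plate's controls, above about 33%, limit read from the data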
Target sequence (O00487 whole entry, looked up): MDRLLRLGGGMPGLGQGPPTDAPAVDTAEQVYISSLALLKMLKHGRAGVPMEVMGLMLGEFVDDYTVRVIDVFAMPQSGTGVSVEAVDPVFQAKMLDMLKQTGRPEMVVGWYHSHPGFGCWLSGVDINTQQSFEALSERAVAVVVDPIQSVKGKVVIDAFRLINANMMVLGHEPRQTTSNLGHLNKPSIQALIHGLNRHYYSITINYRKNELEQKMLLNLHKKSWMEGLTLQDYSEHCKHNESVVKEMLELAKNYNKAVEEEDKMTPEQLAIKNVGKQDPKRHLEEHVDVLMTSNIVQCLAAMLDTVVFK
LMPTP block: blocks human LMPTP phosphatase; AID 651560; inhibition, % at 20 µM; hit rate 0.22% among 360,000; recombinant LMPTP-A, OMFP fluorogenic substrate, fluorescence intensity;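 active means compounds that cut the enzyme signal by at least half of the control window in the single-dose screen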;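 further: plate controls were DMSO wells with enzyme plus substrate for no effect and substrate without enzyme for full effect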
Target sequence (P24666 whole entry, looked up): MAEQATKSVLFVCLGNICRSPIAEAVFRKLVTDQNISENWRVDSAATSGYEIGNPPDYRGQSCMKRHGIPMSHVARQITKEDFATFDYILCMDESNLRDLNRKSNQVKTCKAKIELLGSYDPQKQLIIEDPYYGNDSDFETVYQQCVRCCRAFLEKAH
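Test system – LMPTP-A phosphatase enzyme · Quantity – 0.625 nM LMPTP-A final · Reagent – OMFP substrate, 400 µM final · Dosing – one test concentration per compound, 20 µM, with 3% DMSO overall · Timing – 50 min enzyme reaction at room temperature, protected from light · Detection – fluorescence intensity · Controls – substrate-only low control, DMSO enzyme-plus-substrate high control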
STEP block: blocks human striatal-enriched tyrosine phosphatase; P54829; recombinant STEP, OMFP fluorogenic substrate, fluorescence; inhibition, % at 20 µM; hit rate 0.25% among 360,000;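 active means inhibition at 20 µM, scaled per plate between control wells, above about 37%, limit read from the data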;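 further: 0% = DMSO with enzyme and substrate and 100% = substrate only without enzyme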
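System: isolated STEP enzyme; schedule: 20 min enzyme reaction at room temperature, protected from light; medium: Bis-Tris buffer pH 6.0, 2.5 mM DTT, 0.005% Tween 20; signal: fluorescence, 480/540 nm; dosing: single compound dose of 20 µM, 1% DMSO final; also added: OMFP substrate, 25 µM final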
MT1-MMP act inh: MT1-MMP (human) activation inhibition. AID 651647. P50281. hit rate 0.061% among 360,000. HT1080 RFP-PRO-GFP cells, GFP/RFP ratio fluorescence, overnight; percent of plate control window, DMSO zero. GFP/RFP ratio change, % at 20 µM;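 active means GFP/RFP ratio change of at least 30% with cell ATP level not reduced by more than half and red fluorescence within 50% of control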; further: strong numbers were not always called active
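Assay system: RFP-PRO-GFP reporter HT1080 cells; read-out basis: GFP/RFP fluorescence ratio; benchmarks: DMSO wells and RFP-L50D-GFP cells; doses: 20 µM single dose, 1% DMSO; schedule: overnight cell settling, then overnight compound exposure, 37 °C, 5% CO2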
Scp1 inh: blocks human Scp-1 phosphatase activity | Recombinant Scp1, phosphopeptide, malachite green phosphate absorbance | inhibition, % at 20 µM | Q9GZU7 | hit rate 0.88% among 340,000;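 active means inhibition above about 50% at 20 µM, limit read from the data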;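 further: plate controls were DMSO wells with enzyme for no effect and wells lacking enzyme for full effect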
Target sequence (Q9GZU7 76-261 limits assumed): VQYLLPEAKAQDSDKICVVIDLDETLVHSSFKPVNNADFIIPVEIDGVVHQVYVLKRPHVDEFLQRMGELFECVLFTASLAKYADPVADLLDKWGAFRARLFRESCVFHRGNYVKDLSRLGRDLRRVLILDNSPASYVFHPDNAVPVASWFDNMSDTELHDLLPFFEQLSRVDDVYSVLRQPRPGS
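System: SCP-1 catalytic domain; Reagent: Phospho 17-mer peptide substrate; Doses: one concentration, 20 µM, with 1.0% DMSO; Incubation: 45 min room-temperature reaction, 5 min colour, 30 min stabiliser; Signal: Phosphate-binding colour reagent, absorbance read at 630 nm.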
NRP1-CendR mod: modulators of CendR peptide binding to human neuropilin-1 | inhibition, % at 25 µM | FAM-RPARPAR peptide binding to NRP-1, fluorescence polarization | O14786 | hit rate 0.85% among 360,000 | AID 602438;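 active means inhibition or corrected inhibition above about 18%, plus a signal ratio from 0.5 to 1.5, limit read from the data, passing the limit was not always enough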; further: strong numbers were not always called active
DNMT1 block: DNMT1 (human) enzyme inhibition; P26358; DNMT1 molecular beacon, Hinp1I cleavage, fluorescence; inhibition (reported as % activation of signal), % at 10 µM; hit rate 0.83% among 360,000; AID 588458; in the data active means inhibition above about 50%
SKN-1 block: C. elegans SKN-1 inhibition. AID 624304. C. elegans VP596 Pgst-4::GFP/RFP ratio, acrylamide-induced, 24 h. inhibition, % at 21.8 µM. hit rate 0.49% among 360,000;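 active means interference check ratio from 0.5 to 1.5 plus GFP to RFP signal ratio inhibition reaching or exceeding a fixed threshold, cut at about 30% in these data, passing the limit was not always enough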; further: some compounds called inactive have numbers as strong as hits
SUMO1-SIM PPI: SUMO1-SIM interaction modulation. SUMO1 binding to a labelled peptide, TR-FRET, 1 h. inhibition, % at 20 µM. hit rate 0.33% among 360,000. AID 602429; in the data active means inhibition above about 37%
Target sequence (P63165 whole entry, looked up): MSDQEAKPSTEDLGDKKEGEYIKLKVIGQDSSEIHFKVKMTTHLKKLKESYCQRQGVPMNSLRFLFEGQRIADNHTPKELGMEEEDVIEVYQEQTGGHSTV
Active calls of the source: *; i = inactive; . = not tested or not shown; + = active, no number; & = joins results of further samples.

SMILES	NadD block	Rpn11 inh	LMPTP block	STEP block	MT1-MMP act inh	Scp1 inh	NRP1-CendR mod	DNMT1 block	SKN-1 block	SUMO1-SIM PPI
COc1ccccc1CNC(=O)C(=O)NCCC1CCCCN1S(=O)(=O)c1ccccc1 (stereo not given)	-7	i	0.7	-2	-1	-6	-4	-1	10	4
O=C(/C=C/c1cccc([N+](=O)[O-])c1)NC(=S)Nc1ccc(CN2CCOCC2)cc1	9	i	5.1	0	-18	1	2	-13	-2	-12
Cc1ccc(-n2nnnc2SCC(=O)Nc2cccnc2Cl)cc1	-1	i	-1.0	-1	-9	8	-11	3	5	-6
COc1ccc(N/C=C(/C(C)=O)c2ccccc2)cc1	-4	i	-0.4	-1	-1	-7	-6	-3	5	0
CC(=O)N1CCN(c2ncnc3ccccc23)CC1	-12	i	2.0	-8	-5	0	-8	0	12	4
Cc1c(C(=O)NCCN2CCOCC2)oc2ccc(S(=O)(=O)N3CCCCCC3)cc12	4	i	-2.9	2	3	0	-7	0	0	-1
COc1ccc(C(=O)Nc2cnn(Cc3c(F)cccc3Cl)c2)cc1OC	-1	i	0.8	-1	5	-11	6	-3	9	13
Cc1ccc(S(=O)(=O)NC(=O)COc2cc(C)ccc2C(C)C)cc1	0	i	-2.0	-3	-1	-10	13	0	-1	7
Cc1ccc(CNC(=O)C(OC(=O)c2ccco2)C(C)C)cc1 (stereo not given)	-3	i	-1.5	2	-4	-6	0	-4	-27	-2
COCc1nnc(NC(=O)c2cccs2)s1	5	i	-0.6	-1	3	-1	-3	-1	4	0
COc1cccc(C2=N/C(=C\N(C)C)C(=O)O2)c1	6	i	-0.1	8	-2	-14	2	-1	14	-17
CC(NC(=O)c1nn(C)c(=O)c2ccccc12)c1ccc(F)cc1 (stereo not given)	-1	i	0.0	1	7	-6	-7	7	9	1
O=C(O)CCSc1nc2ccccc2s1	0	i	-0.1	3	-1	0	-9	2	-3	2
O=C(Oc1ccc(-c2ccccc2)cc1)c1ccco1	1	i	0.7	2	4	-10	-1	3	27	2
CCOC(=O)NC1(C(F)(F)F)NC(=O)N(c2cccc(C(F)(F)F)c2)C1=O (stereo not given)	-3	i	-0.2	-1	2	-2	-2	0	3	1
N#CCCN(C1CCCCC1)S(=O)(=O)c1cccc2nsnc12	-4	i	-1.4	-4	3	-5	0	0	0	-20
Oc1cccc(-c2nc3ccccc3s2)c1	1	i	0.9	-4	-2	-5	5	-7	7	-4
CCOc1ccc(S(=O)(=O)N2CCC(C(=O)NCc3cccnc3)CC2)cc1	1	i	-0.1	2	-1	-4	1	1	8	1
OC[C@H]1O[C@@H](c2nc3ccc(-c4nc(-c5ccc(Br)cc5)no4)cc3[nH]2)C[C@@H]1O	-7	i	-1.9	1	2	.	-9	-9	-4	-1
CCC(C)(C)C1CCC2(CC1)NC(=O)N(CC(=O)NC(C)CCc1ccccc1)C2=O (stereo not given)	48*	i	0.8	-1	4	-3	6	-3	12	4
COc1ccc(N2CCN(CCCNC(=O)Cn3c(=O)c4cccn4c4ccccc43)CC2)cc1	-3	i	0.4	-1	-5	-1	8	2	1	3
CC#CCN1c2ccccc2[C@]23C[C@@H](C(=O)OC)N(C(=O)C4CCC4)C2=NC(C(=O)OC)=C(C(=O)OC)[C@H]13	0	i	2.0	3	-3	-6	8	0	9	-3
COc1cc(C(=O)OCC(=O)N2CC(C)OC(C)C2)cc(OC)c1OC (stereo not given)	-7	i	-1.6	-4	4	-13	-2	2	21	-1
N#C/C(=C\c1ccc(/C=C(/C#N)c2nn(CCO)c(N)c2C#N)cc1)c1nn(CCO)c(N)c1C#N	3	i	6.3	14	-5	68*	-30	4	2	60*
CCCc1cc(=O)oc2cc(OCC(=O)N3CC[C@@]4(O)CCCC[C@H]4C3)ccc12	2	i	0.5	-2	-2	.	3	2	15	-4
C[C@@H]1CN([C@@H](C)CO)C(=O)c2cccc(NC(=O)C3CCCCC3)c2O[C@@H]1CN(C)C(=O)NC1CCCCC1	-11	i	-0.1	-3	-4	-3	-2	-1	6	-2
O=C(NCCC1=CCCCC1)c1cc(COc2ccc(F)cc2Cl)on1	-4	i	4.2	0	-2	-3	7	0	4	3
CC(C)(C)C1CCN2CCCC(c3ccccc3)(C1)C2=O (stereo not given)	-3	.	-1.3	.	-1	.	6	.	-1	5
C/C(=C\C(=O)c1ccc(Br)cc1)Nc1cccc(Cl)c1	1	i	-1.4	1	1	-6	12	-4	18	-2
O=C(CCN1C(=O)/C(=C/c2ccc3c(c2)OCO3)SC1=S)NNC(=O)c1cccnc1	10	i	7.3	2	0	62*	-22	-2	-2	-12
CC1(C)CC(=O)C2=C(C1)Nc1ncnn1C2c1cccs1 (stereo not given)	-2	i	-2.8	-1	0	6	8	11	-20	0
CC(=O)N1CCc2ccc(N)cc21	-3	i	-4.2	2	-1	-5	2	6	4	-3
NS(=O)(=O)c1ccc(Nc2c([N+](=O)[O-])cncc2[N+](=O)[O-])cc1	-8	i	-1.7	1	5	-2	1	-2	-11	-41
COc1ccc2cnn(-c3ccc(OC(F)(F)Cl)cc3)c(=O)c2c1OC	0	i	-2.0	0	6	-11	5	-1	-9	1
Cc1cscc(C)c1=S	1	i	-2.1	1	0	.	-4	-1	21	-16
Cc1cccc(NS(=O)(=O)c2ccc3[nH]c(=O)oc3c2)c1C	9	i	0.2	1	-8	0	-19	0	5	0

Reprinted from the part before: four compounds, then new ones.
SMILES	NadD block	Rpn11 inh	LMPTP block	STEP block	MT1-MMP act inh	Scp1 inh	NRP1-CendR mod	DNMT1 block	SKN-1 block	SUMO1-SIM PPI
NS(=O)(=O)c1ccc(Nc2c([N+](=O)[O-])cncc2[N+](=O)[O-])cc1	-8	i	-1.7	1	5	-2	1	-2	-11	-41
COc1ccc2cnn(-c3ccc(OC(F)(F)Cl)cc3)c(=O)c2c1OC	0	i	-2.0	0	6	-11	5	-1	-9	1
Cc1cscc(C)c1=S	1	i	-2.1	1	0	.	-4	-1	21	-16
Cc1cccc(NS(=O)(=O)c2ccc3[nH]c(=O)oc3c2)c1C	9	i	0.2	1	-8	0	-19	0	5	0
CC(C(=O)N1CCN(c2ccccc2)CC1)c1ccc([N+](=O)[O-])cc1 (stereo not given)	2	i	0.6	-1	-1	5	-2	-4	-8	-9
CC(/C=C/c1ccccc1)=N\Nc1ccccc1[N+](=O)[O-]	3	i	4.3	3	27	-10	-7	0	-4	-1
Cc1ccc(S(=O)(=O)C2CCOC2=O)cc1 (stereo not given)	-1	i	-0.1	1	1	-2	11	-1	-2	-3
COc1cc2sc(-c3ccccc3OC)c(-c3ccc(O)cc3)c2cc1OC	2	i	1.4	-5	0	-9	10	-28	9	3
Cc1ccc(C2CC(=O)N3CN(c4ccc(Br)cc4)CSC3=C2C#N)o1 (stereo not given)	43*	+	14	13	-26	-13	-100	101*	17	18
Cc1cc(C(=O)OCC(=O)N(C)c2c(N)n(Cc3ccccc3)c(=O)[nH]c2=O)c(C)n1-c1ccccc1	11	i	0.7	0	1	6	-6	-1	14	4
COCCn1c(SCC(=O)Nc2ccc(Cl)cn2)nnc1-c1ccncc1	-1	i	-0.4	-3	-1	5	-8	0	-5	2
COc1cc2nc(N3CCN(C(=O)C4CCCO4)CC3)nc(N)c2cc1OC (stereo not given)	-3&1	i	0.4&-0.5	1&-3	5&5	-6&-9	-1&4	3&3	-7&9	2&21
CCC(=O)N(CCc1ccccc1C)Cc1cc2cc3c(cc2[nH]c1=O)OCO3	-2	i	-0.4	-1	-1	-3	13	1	-4	2
N#Cc1c(-c2ccc(Br)cc2)nc2n(c1=O)CCCS2	-3	i	-0.6	-9	7	-6	-7	1	6	5
CC(C)(C)NC(=O)C(c1ccncc1)N(C(=O)c1csnn1)C1CC1 (stereo not given)	0	i	-1.7	-3	3	-2	0	1	20	0
CC1=NC(=O)C(N=Nc2ccccc2C(=O)O)N1c1ccccc1 (stereo not given)	6	i	1.9	2	6	-8	10	-3	-3	1
CC(=O)c1cccc(NC(=O)c2cccc3c(-c4cnn(C)c4)coc23)c1	-1	i	0.3	2	3	.	-5	3	-4	18
CCNC(=O)N(C)c1nncnc1C(=O)NC	-6	i	-0.6	3	3	12	9	3	14	4
Cc1ccc(C(=O)N/C(=C/c2ccc(Cl)cc2)C(=O)Nc2cccc(C(=O)O)c2)cc1	1	i	0.7	-2	2	-5	-4	2	-3	-7
COc1ccc(NC(=O)CN(C)C(=O)c2cc(S(=O)(=O)N(C)C)ccc2N2CCCC2)cc1	-3	i	-1.3	2	-1	2	-2	2	-6	-3
COc1ccccc1N1CCN(C(=O)c2ccc(Cl)c(S(=O)(=O)NCc3ccco3)c2)CC1	-2	i	0.0	-4	-6	-2	7	8	0	2

Arranged by length of the SMILES (smallest number first): some entries from above.
SMILES	NadD block	Rpn11 inh	LMPTP block	STEP block	MT1-MMP act inh	Scp1 inh	NRP1-CendR mod	DNMT1 block	SKN-1 block	SUMO1-SIM PPI
CC1=NC(=O)C(N=Nc2ccccc2C(=O)O)N1c1ccccc1 (stereo not given)	6	i	1.9	2	6	-8	10	-3	-3	1
CC(=O)c1cccc(NC(=O)c2cccc3c(-c4cnn(C)c4)coc23)c1	-1	i	0.3	2	3	.	-5	3	-4	18
COc1ccc(NC(=O)CN(C)C(=O)c2cc(S(=O)(=O)N(C)C)ccc2N2CCCC2)cc1	-3	i	-1.3	2	-1	2	-2	2	-6	-3

High-throughput results deposited in PubChem BioAssay by Sanford-Burnham Center for Chemical Genomics.
